MEP2 TOR yeast: modulators of MEP2-GFP levels in yeast, primary screen, S. cerevisiae, multiplex flow cytometry, MLPCN library | S. cerevisiae MEP2-GFP strain, 3 h; 100% = DMSO control level | GFP response vs DMSO, % at 10 µM | 0.51% of 330,000 active;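 active = GFP response versus DMSO above a set limit, roughly screen mean plus 3 SD, cut at about 180% in these data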;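 note: median GFP fluorescence of the barcode-gated MEP2-GFP cells per well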
VLA-4 inh: inhibition in human VLA-4 binding assay, primary screen, VLA-4 allosteric modulator project, MLPCN library, flow cytometry, VLA-4 expressing cells | Integrin alpha-4 (Homo sapiens), P13612 | ligand binding flow cytometry | inhibition, % (about 7 µM as worked out from the volumes in the protocol) | 0.2% of 330,000 active | AID 2557, 2010; in the data active = inhibition above about 50%
RPL19A-GFP yeast: RPL19A-GFP expression modulators in yeast, primary screen, cell-based, S. cerevisiae, multiplex flow cytometry, MLPCN; S. cerevisiae RPL19A-GFP strain, 3 h; stronger effect = lower value; percent response vs DMSO, % at 10 µM; 0.3% of 330,000 active;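 active = percent response vs DMSO below 50%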;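 note: median channel GFP fluorescence of the barcoded RPL19A-GFP strain; ratio of sample median GFP to plate DMSO average so 100% = DMSO; lower means less RPL19A-GFP as with rapamycin TOR inhibition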
CR mimetic SO: reduction of superoxide in aged yeast, primary screen, HTS; S. cerevisiae aged cells, superoxide DHE fluorescence; stronger effect = lower value; 0.18% of 330,000 active; superoxide response (% of plate mean), % at 10 µM;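 active = superoxide response under a set limit, about three screen SD below normal, cut at about 65% in these data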;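 note: yeast aged for seven days with compound at 30 °C before DHE staining; 100% = average MFI of all compound-treated wells on the plate with controls excluded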
GRK2 aptamer HTS: compounds blocking aptamer binding on GRK2 – biochemical, human GRK2, bead flow cytometry, HTS, primary screen. FAM-aptamer displacement from GRK2. 0.59% of 330,000 active. inhibition of aptamer binding, % at 10 µM. AID 488847, 2010;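 active = inhibition of aptamer binding above 40%, roughly 3 SD of noise, on plates passing a quality check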;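 note: median bead fluorescence of bound FAM aptamer so fluorescent compounds give negative values; no value below 0 was filed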
Target sequence (P25098 whole entry, looked up): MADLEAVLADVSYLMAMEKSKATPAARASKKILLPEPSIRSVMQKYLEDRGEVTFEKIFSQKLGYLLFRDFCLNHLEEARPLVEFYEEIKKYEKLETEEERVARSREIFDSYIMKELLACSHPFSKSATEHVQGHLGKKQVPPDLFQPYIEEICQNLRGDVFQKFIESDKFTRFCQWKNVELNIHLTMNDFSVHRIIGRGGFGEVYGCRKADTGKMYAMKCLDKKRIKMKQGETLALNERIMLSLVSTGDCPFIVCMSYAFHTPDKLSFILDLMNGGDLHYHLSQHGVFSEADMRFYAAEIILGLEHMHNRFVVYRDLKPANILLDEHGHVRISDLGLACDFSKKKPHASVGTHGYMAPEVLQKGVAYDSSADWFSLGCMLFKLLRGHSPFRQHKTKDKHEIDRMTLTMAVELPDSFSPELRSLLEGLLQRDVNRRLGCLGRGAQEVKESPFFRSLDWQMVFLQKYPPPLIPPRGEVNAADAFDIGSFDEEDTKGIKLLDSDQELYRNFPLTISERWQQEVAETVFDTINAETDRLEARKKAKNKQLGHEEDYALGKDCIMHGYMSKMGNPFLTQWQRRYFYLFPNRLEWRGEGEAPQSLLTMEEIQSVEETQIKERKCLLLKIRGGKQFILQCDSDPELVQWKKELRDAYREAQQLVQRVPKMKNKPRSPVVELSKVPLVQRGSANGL
LAP4-GFP MLPCN: modulators of LAP4-GFP expression in yeast, primary screen, S. cerevisiae, multiplex flow cytometry, MLPCN library | AID 2023, 2009 | GFP response vs DMSO, % at 10 µM | 3 h; median GFP as percent of DMSO wells | 0.34% of 320,000 active;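 active = GFP response vs DMSO above a set limit, about the screen mean plus 3 SD, cut at about 150% in these data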
CIT2-GFP yeast: modulators of CIT2-GFP expression in yeast, primary screen, S. cerevisiae, GFP fusion, multiplex flow cytometry, MLPCN library; S. cerevisiae CIT2-GFP strain, 3 h; 100 means same as DMSO wells; 0.065% of 320,000 active; GFP response vs DMSO, % at 10 µM;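 active = GFP response relative to DMSO above a set limit, near the screen mean plus 3 SD, cut at about 150% in these data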;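 note: ratio of well median GFP fluorescence to mean of DMSO wells on the plate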
AGP1 TOR yeast: modulators of AGP1-GFP expression in yeast TOR pathway, primary screen, cell-based, multiplex flow cytometry, S. cerevisiae, MLPCN library. 3 h; GFP as percent of DMSO wells. GFP response vs DMSO, % at 10 µM. 0.02% of 320,000 active. AID 2066, 2009;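 active = GFP response relative to DMSO above a set limit, near screen average plus 3 SD, cut at about 150% in these data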;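 note: median GFP channel fluorescence of the gated AGP1 strain per well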
Active calls of the source: *; x = not tested or not shown.

Sequence of screens – MEP2 TOR yeast	VLA-4 inh	RPL19A-GFP yeast	CR mimetic SO	GRK2 aptamer HTS	LAP4-GFP MLPCN	CIT2-GFP yeast	AGP1 TOR yeast
[1] S=C(NCC1CCCO1)N1CCN(Cc2ccccc2Cl)CC1 (stereo unspecified)
  97	0	96	94	2	118	95	101
[2] COc1ccc(OCCCC(=O)ON=C(N)c2ccccc2Cl)cc1
  109	3	104	111	0	112	100	102
[3] O=C1CCN(C(=S)NCCc2ccccc2)CC1
  104	0	94	107	0	110	112	115
[4] Cc1cc(C)cc(N=Cc2ccc([N+](=O)[O-])s2)c1
  99	-8	90	76	2	118	87	93
[5] O=C1NC(c2ccccc2)=NC1(NS(=O)(=O)c1ccccc1)C(F)(F)F (stereo unspecified)
  96	-1	101	101	1	106	99	108
[6] C/C(CC(=O)Nc1ccc(N(C)C)cc1)=N\NC(=O)c1ccccc1F
  99	1	104	97	2	97	101	108
[7] CCN=C1S/C(=C\c2cc(Br)ccc2OCC(=O)OCC)C(=O)N1CC
  102	0	100	95	1	91	98	96
[8] CCc1ccc(NC(=O)Cn2cc([N+](=O)[O-])nc2C)cc1
  103	-1	100	97	8	99	107	103
[9] O=C(NCCc1nc2ccccc2[nH]1)c1cc([N+](=O)[O-])cc([N+](=O)[O-])c1
  110	0	104	108	0	100	101	98
[10] CC1(C)CC(=O)c2c(nc3ccccc3c2N)C1
  100	10	99	93	0	102	106	103
[11] O=C(NCc1ccc(F)cc1)c1ccc(N2CCOCC2)c([N+](=O)[O-])c1
  103	22	109	107	0	92	113	103
[12] Cc1ccc(CC2C(=O)N(c3nc(C)cc(C)n3)C(=O)C2C)cc1 (stereo unspecified)
  97	0	99	112	0	96	99	98
[13] COc1ccc(CNC(=O)CN(C(=O)CCC(=O)Nc2ccccn2)c2cccc(C)c2)cc1
  92	1	98	99	1	99	97	102
[14] CC(=O)Nc1ccc(NC(=O)CSc2nnc(-c3cc4ccccc4o3)n2C)cc1
  103	6	109	94	0	97	106	105
[15] CN(C)S(=O)(=O)c1ccc(C(=O)OCc2ccc(C#N)cc2)cc1
  98	-16	92	101	3	92	97	87
[16] O=C(O)c1ccc(-c2sc(Nc3ccccc3)n[n+]2-c2ccccc2)cc1
  91	-10	99	110	2	106	84	86
[17] Cn1c(=O)c2c(-c3ccccc3)n(Cc3ccccn3)cc2n(C)c1=O
  100	-3	98	97	3	103	104	104
[18] O=C(CN1C(=O)COc2ccc(S(=O)(=O)N3CCOCC3)cc21)Nc1cccc(Cl)c1
  104	2	101	97	66*	100	104	104
[19] COc1ccccc1CNC(=O)CN1C(=O)c2ccccc2S1(=O)=O
  100	-15	105	82	2	91	105	99
[20] Cc1ccc(-c2ccc(/C=N/N3C(=O)C4C5C=CC(CC5)C4C3=O)o2)c([N+](=O)[O-])c1 (stereo unspecified)
  98	11	99	104	3	96	98	96
[21] COc1ccc(N2CCN(C3CCCN(S(=O)(=O)c4ccccc4)C3)CC2)cc1 (stereo unspecified)
  98	-5	97	93	2	98	95	99
[22] C[C@@H](O)[C@H]1C(=O)N2C(C(=O)O)=C(S[C@@H]3CN[C@H](C(=O)N(C)C)C3)[C@H](C)[C@H]12
  95	19	102	98	0	104	79	86
[23] CSCCC(NS(=O)(=O)c1ccc2c(c1)oc(=O)n2C)C(=O)NCc1cccs1 (stereo unspecified)
  103	-4	104	102	3	104	109	108
[24] COc1cccc(CN2CC(C(=O)N3CCOCC3)CCC2=O)c1 (stereo unspecified)
  100	9	103	108	0	99	112	110
[25] Cc1cccc(NC(=O)CN(C)S(=O)(=O)c2ccccc2)n1
  115	22	101	107	0	111	111	109
[26] CC(=O)N1N=C(c2cccc([N+](=O)[O-])c2)OC1c1ccc(Cl)cc1Cl (stereo unspecified)
  97	-1	98	94	0	119	98	100
[27] COc1ccccc1C(=O)Nc1nnc(S(=O)(=O)N2CCN(c3ccc(F)cc3)CC2)s1
  88	13	97	89	0	89	100	99
[28] CC(C)(C)c1ccc(S(=O)(=O)N2CCN(Cc3cc4c(cc3O)OCO4)CC2)cc1
  109	11	107	107	4	107	107	110
[29] CCOC(=O)c1c(C)[nH]c(C(=O)COC(=O)C2CC(=O)N(Cc3ccccc3)C2)c1C (stereo unspecified)
  109	5	95	106	0	98	102	96
[30] Cc1c(C)c2ccc(OCC(=O)N3CCN(c4ccc(F)cc4)CC3)c(C)c2oc1=O
  101	2	99	102	3	99	98	96

Arranged by number of heavy atoms (falling): part of the list above
Sequence of screens – MEP2 TOR yeast	VLA-4 inh	RPL19A-GFP yeast	CR mimetic SO	GRK2 aptamer HTS	LAP4-GFP MLPCN	CIT2-GFP yeast	AGP1 TOR yeast
[30] Cc1c(C)c2ccc(OCC(=O)N3CCN(c4ccc(F)cc4)CC3)c(C)c2oc1=O
  101	2	99	102	3	99	98	96
[21] COc1ccc(N2CCN(C3CCCN(S(=O)(=O)c4ccccc4)C3)CC2)cc1 (stereo unspecified)
  98	-5	97	93	2	98	95	99
[26] CC(=O)N1N=C(c2cccc([N+](=O)[O-])c2)OC1c1ccc(Cl)cc1Cl (stereo unspecified)
  97	-1	98	94	0	119	98	100

3 entries from above, ordered by the value under CIT2-GFP yeast, descending.
entry	mol	CIT2-GFP yeast
24	COc1cccc(CN2CC(C(=O)N3CCOCC3)CCC2=O)c1 (stereo unspecified)	112
27	COc1ccccc1C(=O)Nc1nnc(S(=O)(=O)N2CCN(c3ccc(F)cc3)CC2)s1	100
21	COc1ccc(N2CCN(C3CCCN(S(=O)(=O)c4ccccc4)C3)CC2)cc1 (stereo unspecified)	95

(further entries)
Sequence of screens – MEP2 TOR yeast	VLA-4 inh	RPL19A-GFP yeast	CR mimetic SO	GRK2 aptamer HTS	LAP4-GFP MLPCN	CIT2-GFP yeast	AGP1 TOR yeast
[31] CN(C)/C=N/S(=O)(=O)c1ccc(Cl)cc1
  95	-3	98	103	0	99	101	101
[32] Cc1nnsc1C(=O)NNc1ccc(Cl)cc1
  100	-15	95	97	2	123	83	93
[33] Cc1ccc(NC(=O)c2cc(S(=O)(=O)N3CCOCC3)cn2C)cc1Cl
  97	-14	104	84	0	114	125	117
[34] CCOC(=O)c1c(/N=C/C2=C(O)CC(C)(C)CC2=O)sc(C)c1C
  100	-14	105	101	7	91	101	103
[35] Cc1cc(=O)c(C(=O)OC(C)C(=O)NC(N)=O)nn1-c1ccc(Cl)cc1 (stereo unspecified)
  103	-13	101	120	0	95	106	94
[36] CCOC(=O)C1=C(C)NC(C)=C(C(=O)OCC)C1c1ccc(C)o1
  87	6	96	88	1	99	92	97
[37] COc1ccc(C)cc1S(=O)(=O)N(C)CC(=O)Nc1ccc2c(c1)OCO2
  106	-8	105	107	2	100	104	103
[38] Cc1ccc(SCC(=O)N2CCN(S(=O)(=O)c3cccs3)CC2)cc1
  91	-17	94	106	0	100	92	91
[39] CC[C@@]12C(=O)N(c3ccc(C)cc3)C(=O)N1[C@H](c1cccc(C)c1)[C@@H]1C(=O)N(Cc3ccccc3)C(=O)[C@@H]12
  95	-14	91	101	0	130	63	72
[40] O=C(NCCc1c[nH]c2ccccc12)c1cc(S(=O)(=O)N2CCCCC2)ccc1N1CCOCC1
  94	-2	x	100	0	98	100	102
[41] C=CCSc1nnc(NC(=O)c2ccc(Cl)nc2)s1
  107	-9	93	96	0	89	90	89
[42] O=C1C(=O)N(O)C2CCCCC2N1O (stereo unspecified)
  97	2	106	90	0	104	104	103
[43] CCCCCCSc1nsc(NC(C)=O)n1
  102	-1	102	113	0	109	103	96
[44] O=C(Cc1ccc(S(=O)(=O)N2CCCC2)s1)N1CCN(c2ccc(F)cc2)CC1
  95	-7	98	86	3	99	100	101
[45] CC1=C(C(=O)Nc2ccc(C)cc2)C(c2cccs2)NC(=S)N1 (stereo unspecified)
  112	2	109	102	2	99	114	105
[46] CCCCc1nnc(NC(=O)C(C)Sc2nc(C)cc(=O)[nH]2)s1 (stereo unspecified)
  104	1	101	88	0	105	112	102
[47] COc1ccccc1C(=O)NNC(=O)c1cccc(F)c1
  104	8	96	93	0	95	94	96
[48] CCCc1ncc(C(O)c2cccc(OC)c2)n1C (stereo unspecified)
  99	19	101	129	0	103	94	101
[49] CCCCNC(=O)Nc1ccccc1C(=O)Nc1ccc(OC)cc1
  105	1	105	102	1	102	102	105
[50] Cc1cc(C)nc(/N=C(\N)Nc2ccc(S(=O)(=O)Nc3nccc(C)n3)cc2)n1
  105	-14	96	86	0	96	97	99
[51] CCC1(C)Cc2c(C#N)c(N)n(-c3ccccc3)c(=O)c2CO1 (stereo unspecified)
  99	22	101	90	0	100	107	103
[52] O=C(O)CC(c1ccccc1)n1cnnn1 (stereo unspecified)
  99	11	98	105	0	103	94	99
[53] O=C(Nc1ccc(Br)cc1)c1ccc(N2C(=O)C3CC=CCC3C2=O)cc1 (stereo unspecified)
  100	16	98	96	0	89	94	91
[54] COc1ccc(-c2[nH]ncc2/C=C(\C#N)C(=O)NC2CC2)cc1
  106	-8	99	92	0	102	105	101
[55] CC(C)OC(=O)c1cccc(C(=O)Oc2ccc(Br)cc2)n1
  93	-3	97	91	2	103	95	88
[56] CN(C(=O)CSc1nccc(=O)[nH]1)C1CCCCC1
  100	-1	97	105	0	99	92	97
[57] Cn1c(=O)[nH]c(=O)c2c1nc(N1CCCCC1)n2C/C=N/Nc1ccc(C(=O)O)cc1
  105	5	103	101	1	107	91	102
[58] Cc1cc(OCC(O)CN2CCOCC2)cc(C)c1Cl (stereo unspecified)
  101	-4	107	104	3	105	103	105
[59] Fc1cccc(Cl)c1/C=C/c1cnc2ccccc2n1
  104	-4	106	100	0	100	105	100
[60] O=C(NCCc1ccc(F)cc1)c1ccc(NS(=O)(=O)c2ccc3[nH]c(=O)[nH]c3c2)cc1
  101	7	97	98	4	102	98	106
[61] CCOC(=O)[C@@H]1[C@H]2COc3cc(OC)ccc3[C@@H]2N2C(=O)N(c3ccc(C)cc3)C(=O)[C@]12C
  100	8	105	98	4	112	90	95
[62] CCn1c(NC(C)=O)nc2ccccc21
  98	0	96	99	0	95	95	93
[63] C/C(=N\N1CCN(c2ccccc2)CC1)c1ccccc1O
  106	3	103	105	1	97	105	103
[64] CCc1nc(NC(C)(C)C)c2cnn(-c3ccccc3)c2n1
  108	-11	102	95	3	118	92	100

Assay outcomes deposited in PubChem BioAssay by NMMLSC.
